ERp5 block = inhibitors of ERp5-driven insulin aggregation, primary screen, biochemical, turbidity, absorbance 650 nm, single point; 90 min; inhibition, % at 9.99 µM; 0.05% of 350,000 active; Protein disulfide-isomerase A6 (Homo sapiens), Q15084; AID 651711, 2012;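 active means mean replicate inhibition above about 25%, with every replicate also reaching it, limit read from the data, passing the limit was not always enough; inconclusive means only one of those two criteria met; inactive means neither criterion met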
DENV2 CPE rescue = inhibitors of DENV2 cytopathic effect, primary screen, cell-based, plate reader, single concentration | DENV2-infected cells, cytopathic effect rescue | CPE inhibition, % at 9.99 µM | 1.7% of 350,000 active; in the data active means CPE inhibition above about 20%, passing the limit was not always enough; inconclusive means no clear call, values can overlap the other calls; tested in BHK-21 cells;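 further: 0% = median of neutral control wells and 100% = median of positive control wells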
Statin myotox sup = suppressors of statin myotoxicity in C2C12 myotubes, primary screen, cell-based, single point, plate reader. C2C12 myotubes + simvastatin, ATP luminescence, 48 h; scaled: DMSO 0, geranylgeraniol control 100. rescue of ATP level, % at 7.49 µM. 0.78% of 330,000 active;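 active means mean ATP rescue above about 67%, or every replicate alone reaching that limit, limit read from the data, passing the limit was not always enough; inconclusive means no clear call, values can overlap the other calls; inactive means mean under the limit and some replicate under it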;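 further: myotubes were challenged with 10 µM simvastatin during compound exposure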
SIRT5 inh = SIRT5 desuccinylase inhibitors, primary screen, biochemical, fluorescence imaging, single point, set 5; Purified SirT5, succinyl-peptide AMC, trypsin-coupled fluorescence; inhibition, % at 15 µM; 1.1% of 330,000 active; in the data active means inhibition above about 15%; inconclusive means no clear call, values can overlap the other calls
Target sequence (Q9NXA8 whole entry, looked up): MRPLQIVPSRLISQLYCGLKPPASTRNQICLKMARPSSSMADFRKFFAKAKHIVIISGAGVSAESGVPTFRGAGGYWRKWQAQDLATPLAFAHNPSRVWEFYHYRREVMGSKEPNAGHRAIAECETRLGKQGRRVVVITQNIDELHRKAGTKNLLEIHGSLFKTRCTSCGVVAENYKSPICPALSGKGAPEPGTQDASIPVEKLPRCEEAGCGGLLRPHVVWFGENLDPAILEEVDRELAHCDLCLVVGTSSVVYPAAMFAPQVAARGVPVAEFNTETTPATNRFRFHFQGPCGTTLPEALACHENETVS
E-selectin induc = E-selectin induction in HUVECs, primary screen, imaging, HUVEC, immunofluorescence imaging, single point; normalized: neutral wells 0, TNF-alpha wells 100; activation, % at 7.58 µM; 0.37% of 260,000 active; AID 686992, 2013;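 active means mean E-selectin-positive cell signal at least 10% of the positive control, reached in at least 60% of replicates, without over 20% cell loss; inconclusive means no rule given, readout overlaps actives, possibly toxicity-flagged; inactive means the rest, including those meeting only one limit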;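 further: in these data hits start at about 27%; measured in HUVEC primary endothelial cells; signal is the percent of cells scored E-selectin positive by PE staining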
Target sequence (P16581 whole entry, looked up): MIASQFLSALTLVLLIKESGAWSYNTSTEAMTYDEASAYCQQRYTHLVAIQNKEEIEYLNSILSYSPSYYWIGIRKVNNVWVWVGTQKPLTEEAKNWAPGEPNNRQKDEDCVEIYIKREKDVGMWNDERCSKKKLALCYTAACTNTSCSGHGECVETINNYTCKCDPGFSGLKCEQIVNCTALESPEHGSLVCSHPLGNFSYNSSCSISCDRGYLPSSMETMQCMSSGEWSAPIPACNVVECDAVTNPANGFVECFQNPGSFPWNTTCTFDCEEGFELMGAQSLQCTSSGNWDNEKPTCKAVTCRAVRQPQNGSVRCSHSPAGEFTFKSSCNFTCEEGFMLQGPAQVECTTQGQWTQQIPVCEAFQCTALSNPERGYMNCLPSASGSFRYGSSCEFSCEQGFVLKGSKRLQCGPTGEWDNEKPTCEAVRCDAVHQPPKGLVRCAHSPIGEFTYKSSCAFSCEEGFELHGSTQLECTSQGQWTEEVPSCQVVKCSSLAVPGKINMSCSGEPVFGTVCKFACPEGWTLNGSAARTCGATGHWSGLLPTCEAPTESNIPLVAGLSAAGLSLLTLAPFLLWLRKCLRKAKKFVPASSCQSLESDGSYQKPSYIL
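Assay system: HUVEC primary endothelial cells. Input: 3,000 HUVEC seeded per well. Doses: one compound dose added by pin transfer. Read-out basis: % PE-positive cells. Benchmarks: TNF-alpha high, DMSO low. Detection: immunofluorescence imaging. Buffer or medium: EGM-2, gelatin.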
S100A4 inh HTS = inhibitors of S100A4-myosin IIA peptide binding, primary screen, biochemical, fluorescence polarization, TAMRA-MyoIIA peptide; 0.14% of 360,000 active; inhibition, % at 10.7 µM; AID 652163, 2013; Protein S100-A4 (Homo sapiens), P26447;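 active means mean inhibition of at least 70% across replicates, with every replicate also reaching that level; inconclusive means mean inhibition reaches 70% but some replicates fall short; inactive means mean inhibition below 70%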
Target sequence (P26447 whole entry, looked up): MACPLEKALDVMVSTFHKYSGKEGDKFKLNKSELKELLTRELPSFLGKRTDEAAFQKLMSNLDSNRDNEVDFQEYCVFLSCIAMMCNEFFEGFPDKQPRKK
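Material: S100A4 monomer (human). Medium: Calcium-containing HEPES buffer, pH 7.2. Probe or stimulus: labelled myosin peptide probe, 5 nM. Compound dosing: one concentration per compound. Timing: polarization read 5 min after assay mix addition, stable 5–60 min. Benchmarks: DMSO as neutral control, TFP as positive control.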
PglD inh = C. jejuni PglD acetyltransferase inhibitors, primary screen, biochemical, DTNB colorimetric, single point; UDP-N-acetylbacillosamine N-acetyltransferase PglD (Campylobacter jejuni); purified PglD enzyme, DTNB colorimetric CoA detection; inhibition, % at 12.5 µM; 0.098% of 360,000 active; AID 602405, 2012; in the data active means inhibition above about 16%, passing the limit was not always enough; inconclusive means no clear call, values can overlap the other calls; further: strong numbers were not always called active
Numbers without * were called inactive; ? = inconclusive; nt = no result given; & = joins results of further samples.

SMILES	ERp5 block	DENV2 CPE rescue	Statin myotox sup	SIRT5 inh	E-selectin induc	S100A4 inh HTS	PglD inh
C[C@@H]1CCCCO[C@H](CN(C)C(=O)CCC(F)(F)F)[C@@H](C)CN([C@@H](C)CO)C(=O)c2cc(NC(=O)CCCCCC(=O)Nc3ccccc3N)ccc2O1	nt	-2	nt	nt	0.6	nt	45
O=C(NCc1ccccc1)[C@@H]1[C@@H](CO)[C@@H]2Cn3c(cccc3=O)[C@H]1N2C(=O)c1cnccn1	-3	-3	nt	8	0.0	2	nt
C[C@H](CO)N1C[C@H](C)[C@@H](CN(C)Cc2cccnc2)Oc2cc(C3=CCCC3)ccc2S1(=O)=O	-4	12	-134	0	0.7	11	-1
C[C@H](CO)N1C[C@H](C)[C@H](CN(C)S(=O)(=O)c2ccc(F)cc2)Oc2ccc(NS(=O)(=O)c3ccccc3)cc2CC1=O	nt	-4	-13	nt	3.3	nt	1
CCCCn1c(N)c(N(CC)C(=O)C(c2ccccc2)c2ccccc2)c(=O)[nH]c1=O	-3	19	nt	-1	nt	-1	nt
Cc1cc(SC(C)C(=O)NCC(=O)Nc2ccc(F)c(F)c2F)nc2ccccc12 (configuration not stated)	-1	2	nt	-1	nt	1	-1
CN(C)C(=O)c1cccc(-c2ccc([C@H]3[C@@H](CO)N4CCCCN(S(C)(=O)=O)C[C@H]34)cc2)c1	0	0	4	8	0.0	8	5
CC1CCCN(CCCNC(=O)C2CCN(S(=O)(=O)N3CCC4(CC3)OCCO4)CC2)C1 (configuration not stated)	6	3	2	0	nt	-27	0
C/C(=N\N(c1ccccc1)c1ccccc1)c1ccc(O)cc1	1	-3	-8	-2	-0.3	7	0
CCN1C(=O)[C@H]2[C@@H](c3ccc(C(F)(F)F)cc3)N[C@]3(CCCN(CC4CCCCC4)C3=O)[C@H]2C1=O	1	?	9	1	-0.2	1	4
Cc1ccccc1CNC(=O)c1ccc2sc([C@H]3C[C@H](O)[C@@H](CO)O3)nc2c1	-11	19	7	nt	-0.1	1	-11
COc1ccc(C#Cc2ccc3c(c2)O[C@H](CN(C)C(C)=O)[C@H](C)CN([C@@H](C)CO)S3(=O)=O)cc1	3&12	?	-6&-7	-2&-3	0.0	-1&-24	-3&3
CCN(CC)C(=O)c1sc(NC(=O)c2cccnc2)c(C(=O)OC)c1C	2	-5	22	-1	nt	0	-5
N#Cc1ccc(S(=O)(=O)NC(=O)[C@H]2O[C@@H](n3ccc(=O)[nH]c3=O)[C@H](O)[C@@H]2O)cc1	-7	7	nt	3	0.3	-1	nt
Cc1ccccc1NC(=O)Nc1ccc2c(c1)C(=O)N(C)[C@H]1CC[C@@H](CC(=O)O)O[C@H]1CO2	nt	-11	5	nt	-0.1	nt	2
O=C(C[C@@H]1CC[C@@H]2[C@H](COC[C@@H](O)CN2C(=O)Nc2ccc(F)cc2)O1)NC1Cc2ccccc2C1	2	-15	-1	3	0.1	0	2
N[C@H]1C(O)O[C@H](CO)[C@@H](O)[C@@H]1O (some centres not stated)	-1	-5	1	-2	-2.4	5	-3
Cc1ccc(N(CC(=O)N2CCN(c3ccc(F)cc3)CC2)S(=O)(=O)c2c(C)noc2C)cc1	0	9	2	-1	0.0	-3	-5
COc1ccc(NC(=O)Cc2nnc(SCC(=O)NC3CCCCC3)n2C)cc1	-2	5	-5	-1	nt	-2	5
Cc1cc(=O)[nH]c(SCC(=O)Nc2ccc(Br)cc2)c1C#N	nt	nt	54	nt	1.4	nt	21*
C[C@H](O)C#Cc1ccc2c(c1)O[C@H](CN(C)C(=O)c1ccncc1)[C@@H](C)CN([C@H](C)CO)S2(=O)=O	nt	6	-5	nt	-2.8	nt	-4
CCc1cccc(NC(=S)N(CCCOC(C)C)C2CCN(C(C)=O)CC2)c1	0	-7	2	-1	10	-2	-1
CC(=O)/C=C(/C)NC(Cc1c[nH]c2ccccc12)C(=O)O (configuration not stated)	0	-2	3&13	3	nt	-8	0&4
C[C@H](CO)N1C[C@H](C)[C@H](CN(C)C(=O)C2CC2)Oc2ncc(C#Cc3ccccc3F)cc2C1=O	-5	8	-13	-4	1.0	6	3
CC(C)NC(=O)N(C)C[C@@H]1Oc2cc(C#CC(C)(C)O)ccc2S(=O)(=O)N([C@@H](C)CO)C[C@@H]1C	-4	0	-7	-2	-0.5	7	2
SMILES	ERp5 block	DENV2 CPE rescue	Statin myotox sup	SIRT5 inh	E-selectin induc	S100A4 inh HTS	PglD inh
CO[C@@H](CN(C)C(=O)c1ccccc1F)[C@@H](C)CN([C@@H](C)CO)S(=O)(=O)c1ccc(C)cc1	-4	-8	2	-3	0.1	0	8
Cc1ccccc1OCCn1cc(C(=O)O)c2ccccc21	8	2	nt	-3	0.6	-1	nt
O=C(O)C(Cc1ccccc1)N1C(=O)/C(=C/c2cccnc2)SC1=S (configuration not stated)	1	7	nt	4	1.8	3	1
O=C1CSc2ccc(C(=O)NCCc3ccc(Cl)cc3Cl)cc2N1	-1	5	-7	5	0.1	-4	1
O=S(=O)(Cc1ccccc1)NC1c2ccccc2Oc2ccccc21	1	1	16	0	0.2	-1	-4
c1ccc2c(c1)nc(Nc1ccc(N3CCCCC3)cc1)c1nncn12	-2	-1	-14	4	0.2	-6	nt
NCC(O)CN(c1ccccc1)c1ccccc1 (configuration not stated)	-9	-2	9	38*	-2.1	-23	nt
Cc1ncc(CN2CCCC(CCC(=O)NCc3ccc(F)c(F)c3)C2)s1 (configuration not stated)	0	-4	nt	-6	nt	-6	nt
c1cc(-c2cc3cc(N4CCOCC4)ccc3o2)cs1	5	3	4	2	-0.3	0	7
COC(=O)C(Cc1ccc(O)cc1)NC(=O)c1ccc2c(c1)OCCO2 (configuration not stated)	3	-2	0	2	nt	7	-1
Cc1ccc(S(=O)(=O)N(C)C[C@H]2OCc3cnnn3CCCC(=O)N([C@@H](C)CO)C[C@@H]2C)cc1	2	?	8	6	0.0	-5	-2
Cc1ccc(C)c(NC(=O)COC(=O)CCc2ccc(S(=O)(=O)N3CCOCC3)cc2)c1	1	?	3	-1	-0.2	-4	-6
C#CCn1ccc(O)c(Cc2c(F)cccc2Cl)c1=O	2	0	11	-2	nt	-18	8
O=C(NC[C@H]1N[C@@H](CO)[C@H]1c1ccc(-c2ccccc2F)cc1)c1ccccn1	-5	-7	-25	-4	-0.2	-11	-4
CO[C@H]1CN(C)C(=O)c2ccc(NC(=O)c3ccccc3F)cc2OC[C@@H](C)NC[C@H]1C	-2	-9	0	3	-0.2	-7	-4
O=C(NC(=S)Nc1ccc(O)cc1)C1CCCC1	6	-2	-4	-1	nt	9	-1
Cc1ccc(C)c(S(=O)(=O)N2CCN(C(=O)c3ccc(C)s3)CC2)c1	3	-3	nt	-16	-0.2	3	-4
Cc1ccc(NC(=O)COC(=O)[C@H](C)NC(=O)c2ccccc2)cc1S(=O)(=O)N1CCOCC1	0	5	nt	-5	2.1	2	-3
C[C@H](CO)N1C[C@H](C)[C@H](CN(C)C(=O)Nc2ccc3c(c2)OCO3)Oc2ccc(NC(=O)C3CC3)cc2C1=O	-10	11	-11	3	0.1	0	19
C#Cc1ccc([C@H]2C=C(C(=O)OCC=C)O[C@@H](OCc3ccc(CO)cc3)C2)cc1	4	3	-2	nt	-0.5	4	1
CN(C)C(=O)C[C@@H]1CC[C@@H](NC(=O)Nc2cccc(F)c2)[C@H](CO)O1	0	-1	4	4	-0.1	-12	-1
C/C(Cl)=C\Cn1c(N2CCCC2)nc2c1c(=O)n(C)c(=O)n2C	-7	-4	0	-4	0.0	2	-3
C[C@@H](NC(=O)C[C@H]1CC[C@@H](NC(=O)C2CCC2)[C@H](CO)O1)c1ccccc1	-3	6	-8	2	0.4	6	1
O=C1[C@H]2[C@@H](c3ccc(Cl)cc3)N3C(=O)N(c4cccc(Cl)c4)C(=O)[C@@]3(Cc3ccccc3)[C@H]2C(=O)N1C1CCCCC1	nt	nt	0	nt	0.0	nt	5
COc1ccccc1Nc1n[nH]c(=S)s1	1	-7	nt	-4	8.8	-4	nt
SMILES	ERp5 block	DENV2 CPE rescue	Statin myotox sup	SIRT5 inh	E-selectin induc	S100A4 inh HTS	PglD inh
C[C@H]1CCCCO[C@H](CN(C)C(=O)Nc2cccc3ccccc23)[C@@H](C)CN([C@@H](C)CO)C(=O)c2cc(NC(=O)Nc3ccc4c(c3)OCO4)ccc2O1	8	5	66*	8	0.2	-24	-5
C[C@H](CO)N1C[C@H](C)[C@@H](CN(C)CC2CCCC2)Oc2cc(C3=CCCC3)ccc2S1(=O)=O	9	-7	-76	4	0.4	-7	-2
O=C(COc1cccc(C(F)(F)F)c1)N1CCN(c2ccc(O)cc2)CC1	3	-1	26	-3	-0.2	3	-4
O=C(O)c1ccc(NCc2nc3ccccc3n2CCOc2ccccc2Cl)cc1	5	2	-8	nt	nt	2	1
Cc1ccc(S(=O)(=O)N(C)C[C@@H]2Oc3ccc(NS(=O)(=O)c4ccccc4)cc3C(=O)N([C@@H](C)CO)C[C@H]2C)cc1	-2	13	nt	-1	0.5	-7	-1
CC(=O)Nc1cccc(-c2csc(N)n2)c1	-3	-1	nt	1	-0.2	2	nt
COc1ccc2c3c([nH]c2c1)[C@@H](CO)N(S(C)(=O)=O)CC31CCN(C(=O)Cc2cccnc2)CC1	-2	8	nt	0	0.4	-5	nt
CCCCCC(=O)Nc1c(-c2ccc(OC)cc2)c(=O)c2ccccc2n1C	1	-10	-9	-2	nt	0	-1
Cc1ccc(-c2nc(CS(=O)(=O)CC(=O)NC3CCC(C)CC3)c(C)o2)cc1 (configuration not stated)	1	3	1	-1	nt	2	-1
CCOC(=O)N1CCN(S(=O)(=O)N2CCCC(C(=O)NCCCN3CC(C)CC(C)C3)C2)CC1 (configuration not stated)	-7	-4	3	-1	nt	0	-4
COc1ccc(CCNS(=O)(=O)c2ccc3c(c2)oc(=O)n3C)cc1OC	-2	7	-12	0	-1.1	-2	4
Cc1ccc(N(CC(=O)NCc2ccc(F)cc2)S(=O)(=O)c2c(C)nn(C)c2C)cc1	1	4	-7	0	nt	-4	0
CO[C@@H]1CN(C)C(=O)c2ccc(NC(C)=O)cc2OC[C@H](C)N(CCc2ccccc2)C[C@@H]1C	3	-2	-4	5	-0.1	-4	-1
CCOC(=O)c1c(-c2cccc(N)c2)cn2ccccc12	-2	12	16	0	nt	-5	-3
CC1C(=O)N2CCCc3cc(S(=O)(=O)N(C)Cc4ccccc4)cc1c32 (configuration not stated)	-9	-1	-10	-5	nt	-2	-3
CCCN(C)C[C@@H]1Oc2cc(C#CCC(C)C)ccc2S(=O)(=O)N([C@@H](C)CO)C[C@H]1C	2	-2	nt	5	0.3	-10	nt
CO[C@@H]1CN(C)C(=O)c2cc(NS(=O)(=O)c3cn(C)cn3)ccc2OC[C@@H](C)N(CCC(F)(F)F)C[C@H]1C	4	-9	7	nt	-0.2	-11	0

Among those listed so far, these have a thiophene ring, fused or not.
SMILES	ERp5 block	DENV2 CPE rescue	Statin myotox sup	SIRT5 inh	E-selectin induc	S100A4 inh HTS	PglD inh
CCN(CC)C(=O)c1sc(NC(=O)c2cccnc2)c(C(=O)OC)c1C	2	-5	22	-1	nt	0	-5
c1cc(-c2cc3cc(N4CCOCC4)ccc3o2)cs1	5	3	4	2	-0.3	0	7
Cc1ccc(C)c(S(=O)(=O)N2CCN(C(=O)c3ccc(C)s3)CC2)c1	3	-3	nt	-16	-0.2	3	-4

Bioassay records (PubChem)

Not all compounds are listed, so the mix of outcomes need not match the whole.
